# Bioassay records: PubChem BioAssay, several laboratories
# HTR5A inv ag = inverse agonist of human HTR5A in OPRM1-OPRD1 counter-screen | P47898 | HTR5A cell line, luminescence, inverse agonism | inhibition, % at 9.3 µM | 340,000 tested, 0.083% active | AID 504634; in the data active = inhibition mostly above about 23%, no sharp cut-off; inactive = mostly below about 18%;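 note: 0% = cells with DMSO and 100% = no-cell wells with DMSO; some compounds called inactive have numbers as strong as hits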
# Target sequence (P47898 whole entry, looked up): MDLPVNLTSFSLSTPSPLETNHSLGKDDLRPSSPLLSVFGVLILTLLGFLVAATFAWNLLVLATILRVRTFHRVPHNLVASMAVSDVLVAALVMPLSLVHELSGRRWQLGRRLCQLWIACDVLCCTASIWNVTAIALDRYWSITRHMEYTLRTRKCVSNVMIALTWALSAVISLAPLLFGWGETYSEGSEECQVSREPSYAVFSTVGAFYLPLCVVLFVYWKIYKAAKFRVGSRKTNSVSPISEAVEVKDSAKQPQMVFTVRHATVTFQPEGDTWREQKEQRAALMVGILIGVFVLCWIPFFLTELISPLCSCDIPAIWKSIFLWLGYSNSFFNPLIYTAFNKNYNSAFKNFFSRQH
# MOR-DOR ag = agonists of human mu-delta opioid receptor heterodimerization. P35372+P41143. cells, OPRM1-OPRD1 heterodimerization, luminescence. activation, % at 9.3 µM. 340,000 tested, 0.3% active. AID 504326; in the data active = activation above about 18%;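 note: 0% = vehicle-treated cells and 100% = reference agonist; values of inactives mirror those of a sister screen read the other way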
# PKA-R1A activ = PKA-R1A complex activation; activation, % at 11.4 µM; PKA-R1A dissociation, Cy5-IP20 fluorescence polarization; scaled: DMSO 0%, 113 µM cGMP 100%; AID 504707; 340,000 tested, 0.083% active;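 active = percent activation above the mean of all tested compounds plus 3 SD, cut at about 19% in these data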;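 note: higher means more PKAc released from R1A so a rise in polarization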
# OPRM1-OPRD1 inv = mu-delta opioid heterodimer inverse agonism; cell-based MOR-DOR heterodimer luminescence; inhibition, % at 9.3 µM; 340,000 tested, 0.21% active; AID 504357; in the data active = inhibition above about 22%, passing the limit was not always enough;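 note: 0% = cells with DMSO and 100% = wells without cells with DMSO; values of inactives mirror those of a sister screen read the other way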
# PfHsp90 set2 = inhibits growth of yeast expressing Plasmodium falciparum Hsp90 | S. cerevisiae expressing PfHsp90, BacTiter-Glo ATP, 48 h; yeast lacking PDR1 and PDR3 efflux regulators | inhibition, % at 9.4 µM | 310,000 tested, 0.32% active | AID 504621;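 active = every replicate shows inhibition above about 80%, whatever the replicate mean, limit read from the data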;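 note: 0% = DMSO neutral controls and 100% = 20 µM radicicol positive controls; yeast relying on Plasmodium falciparum Hsp90 in place of its own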
# Mot1-301 SUMO = SUMOylation pathway inhibition by Mot1-301 growth rescue | S. cerevisiae Mot1-301 growth rescue, ATP luminescence, 38.5C; percent above DMSO median, 100 means doubled | growth rescue, % at 18.8 µM | 320,000 tested, 1% active;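 active = every valid replicate shows activation above 250% relative to neutral control wells; inactive = the rest, any valid replicate at or below 250%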;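 note: OY570 slx delta 5 strain wells were the positive control but not used for scaling; some compounds called inactive have numbers as strong as hits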
# phage Ecoli inh = E. coli growth loss with phage present; growth absorbance; inhibition, % at 11.9 µM; 360,000 tested, 0.26% active; AID 651602; in the data active = inhibition above about 11%
# PKA-R2B act = activates the human PKA-R2B holoenzyme complex | PKA-R2B holoenzyme dissociation, Cy5-IP20 fluorescence polarization; R2B truncated from residue 108, S112A mutant; 0% DMSO only, 100% 113 µM cGMP | activation, % at 11.4 µM | 340,000 tested, 0.079% active | AID 504700;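 active = activation above a cutoff set at the mean over all compounds plus 3 SD, cut at about 18% in these data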;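 note: higher means more holoenzyme dissociation and a rise in polarization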
# Target sequence (P31323 whole entry, looked up, other chains not shown, the tested form may be a part): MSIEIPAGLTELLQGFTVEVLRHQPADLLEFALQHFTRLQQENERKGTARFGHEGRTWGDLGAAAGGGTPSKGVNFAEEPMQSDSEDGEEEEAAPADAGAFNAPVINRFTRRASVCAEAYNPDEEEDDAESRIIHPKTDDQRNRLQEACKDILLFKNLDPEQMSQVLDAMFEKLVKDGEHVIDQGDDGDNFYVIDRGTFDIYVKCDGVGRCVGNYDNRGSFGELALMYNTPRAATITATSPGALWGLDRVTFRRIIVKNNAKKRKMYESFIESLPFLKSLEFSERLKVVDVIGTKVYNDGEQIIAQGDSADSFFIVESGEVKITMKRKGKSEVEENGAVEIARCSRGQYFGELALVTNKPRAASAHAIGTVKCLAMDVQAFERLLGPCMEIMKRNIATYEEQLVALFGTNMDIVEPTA
# E coli growth = bacterial growth inhibition, counter-screen for AddAB inhibitors. E. coli V3065 growth, OD600 absorbance, 18 h. inhibition, % at 11.9 µM. 330,000 tested, 0.27% active;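 active = inhibition above the campaign's mean inhibition across all tested compounds plus 3 SD, cut at about 9.9% in these data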;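 note: uninfected addAB+ strain grown without phage in ampicillin broth; 0% = DMSO wells and 100% = ciprofloxacin 0.95 µg/ml wells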
# Tat export inh = inhibitors of E. coli Tat protein transport. 340,000 tested, 0.036% active. E. coli MC4100 TorA-mCherry Tat export, fluorescence. AID 488895. inhibition, % at 10 µM;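 active = mean replicate inhibition at least 50% and at least half of replicates individually reaching 50%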;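 note: exported cargo escapes ClpAP degradation while cytoplasmic cargo is degraded and loses fluorescence; 0% = median of neutral control wells and 100% = median of NaSCN control wells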
# AddAB inh = less growth of phage-infected E. coli with AddAB | E. coli expressing H. pylori AddAB, absorbance growth | inhibition, % at 11.9 µM | 330,000 tested, 0.29% active; in the data active = inhibition above about 12%;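 note: 0% = vehicle wells of infected cells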
# Numbers without * were called inactive; · = not tested or not shown.
# Values run as follows: E coli growth	Tat export inh	OPRM1-OPRD1 inv	phage Ecoli inh	PKA-R1A activ	MOR-DOR ag	Mot1-301 SUMO	PfHsp90 set2	HTR5A inv ag	PKA-R2B act	AddAB inh
- Cn1nc(C(=O)Nc2nc3ccccc3[nH]2)c2ccccc2c1=O
 : 2.0	-7	-2	1.0	-7	0.3	-4	8	-12	1	3.0
- COc1ccc(CN2CCC(Cc3ccccc3)CC2)cc1OC
 : -0.5	5	-3	-3.0	3	0.7	-10	-9	11	1	2.3
- COCCN1Cc2cccc(C(=O)Nc3ccccc3OC)c2C1=O
 : 0.5	-4	7	0.2	-2	-1.3	17	0	-4	-5	2.1
- Cc1n[nH]c(C)c1Sc1ccccc1N=Cc1cc(Cl)cc([N+](=O)[O-])c1O
 : -2.9	3	9	·	-1	-1.8	-9	-27	18	4	1.6
- COC(=O)c1ccc(C(=O)OC)c(NC(=O)CSCc2ccccc2Br)c1
 : -1.5	9	16	1.7	-3	-3.0	-17	-18	13	-10	-3.2
- COc1ccc(NC(=O)CSc2n[nH]c(C(C)C)n2)c([N+](=O)[O-])c1
 : 0.7	-2	-4	3.5	-13	0.7	278	8	-6	-4	-0.6
- CCC(=O)N(CCc1ccc(OC)c(OC)c1)Cc1cc2ccc(C)cc2n2nnnc12
 : 1.0	-4	7	4.1	-7	-1.3	-10	-39	-7	-6	2.8
- Cc1cc2cc3c(C)cc(=O)oc3c(C)c2o1
 : -1.4	-3	1	-0.9	6	-0.2	20	-27	-17	-4	-1.0
- Cc1noc(C)c1COC(=O)C1CCN(S(=O)(=O)c2ccc(F)cc2)CC1
 : -1.6	0	10	1.8	-11	-2.4	-2	·	16	-1	0.0
- O=C(O)C1C2C=CC(C2)C1C(=O)N1CCOCC1 (stereo not drawn)
 : -4.2	3	11	1.7	-16	-2.0	6	-9	-5	4	-2.4
- O=C(NC1CCCC1)c1ccccc1OCc1ccccc1
 : 3.6	20	-4	1.6	-3	0.9	·	-3	0	-4	2.3
- O=C(O)CC/C(=N\Nc1ccc(S(=O)(=O)N2CCCC2)cc1[N+](=O)[O-])c1cccs1
 : ·	-4	5	3.1	3	-0.9	·	-3	-4	4	·
- O=C1N=c2ccc([N+](=O)[O-])cc2=C1c1sc(=O)[nH]c1O
 : 0.1	-4	-10	2.9	-4	2.1	3	-13	10	-9	0.2
- CCCCOc1ccccc1P(=O)(O)CP(=O)(c1ccccc1)c1ccccc1
 : 1.4	2	6	2.4	-4	-1.0	3	-1	-5	1	4.4
- COc1cccc(/C=N/NC(=O)c2nnn(-c3nonc3N)c2CN(C)c2ccccc2)c1
 : -0.6	5	-17	2.8	-7	3.5	-6	13	-16	-12	2.9
- Cc1nn(C)c(C)c1CN(C)C(=O)c1cnn2c1NC(c1ccccc1)CC2C(F)(F)F (stereo not drawn)
 : -0.7	4	11	1.8	5	-2.0	-8	4	-9	-11	-2.9
- CC1(C)Cc2nc(-c3ccccc3)n3cnnc3c2CO1
 : 0.6	1	16	0.0	-1	-3.9	70	-14	18	5	4.5
- CN(C)CC(=O)N1c2ccccc2CCc2ccc(NC(=O)c3ccc(N)cc3)cc21
 : 0.0	4	9	1.6	-6	-2.1	3	14	-27	-11	2.2
- CCOc1ccccc1CNC(=O)C1CCCN(c2nn3c(=O)cc(C)nc3s2)C1 (stereo not drawn)
 : 1.4	-4	3	0.0	4	-0.5	-1	-16	11	5	1.3
- O=[N+]([O-])c1ccccc1CNCCCCO
 : 1.8	-4	13	4.8	10	-2.2	7	3	-15	-6	4.7
- O=C(NC1CCCCC1)c1cc(N2C(=O)CCC2=O)ccc1Cl
 : 2.1	6	-1	-0.6	-4	0.2	-7	9	-5	-4	5.7
- CC(CC(=O)Nc1ccc2c(c1)OCCO2)c1ccccc1 (stereo not drawn)
 : 0.5	0	-1	1.9	-17	0.2	·	·	9	-13	3.1
- COC(=O)Nc1ccc(NC(C)=O)cc1
 : 1.8	5	13	2.4	-1	-2.6	6	·	-1	-1	0.3
- O=c1nc(-c2ccccc2Cl)c2cc(F)ccc2[nH]1
 : 0.3	2	16	1.3	2	-3.4	126	-4	14	-2	-1.8
- Cc1noc(C)c1S(=O)(=O)N(C)CC(=O)Nc1ccc(F)cc1
 : -0.9	9	-11	2.5	3	1.9	12	-8	10	-2	5.4
- COc1ccc(NC(=S)Nc2ncccc2C)c(OC)c1
 : -1.6	1	9	1.2	-6	-1.5	25	-24	-9	0	1.3
- CCOC(=O)N1CCN(C(=O)C2CCN(S(=O)(=O)c3cc(Cl)ccc3Cl)CC2)CC1
 : 4.2	-4	5	0.6	-3	-0.9	-2	0	12	9	4.7
- Cc1cc(C)nc(NNS(=O)(=O)c2c(F)cc(F)cc2Br)n1
 : 2.4	-3	31*	3.6	-1	-8.1	-13	1	-7	-5	2.0
- C#CC(CCN1CCCCC1)(OC)c1ccccc1 (stereo not drawn)
 : ·	8	5	4.3	8	-1.1	0	-1	-4	-5	·
- C/C(=N\Nc1nc2ccccc2[nH]1)c1cccs1
 : -2.7	-10	-15	1.1	-7	3.0	389	-12	-21	5	-2.5
- CCN(CC)CCCNC(=O)COc1ccc2oc3c(c2c1)CCCC3
 : 2.1	6	15	2.5	5	-3.0	-11	14	9	-11	0.8
- Cc1ccc(NC(=O)Cc2nc(CSc3nnc(-c4ccc5c(c4)OCO5)o3)cs2)cc1
 : -2.4	-5	0	2.6	-9	-0.1	23	-9	3	2	-1.0
- O=C(Nn1c(C2CCC2)nc2ccccc2c1=O)c1cccs1
 : 1.4	3	9	2.4	-7	-1.6	-13	-13	13	-3	0.6
- CC(=O)Nc1ccc(N/C(=N\S(=O)(=O)c2ccccc2)c2ccccc2)cc1
 : 0.3	-4	7	2.2	-6	-1.0	4	7	-4	3	-0.4
- c1ccc(-c2nnc(SCCC3OCCCO3)o2)cc1
 : -2.0	3	5	2.8	-12	-0.8	-20	-22	-20	9	2.6
- CNC(=S)Nc1ccc([N+](=O)[O-])cc1
 : 3.2	7	20	4.9	-4	-4.3	-17	-16	5	-2	2.4
- CCCNC(=O)Nc1cc(C)on1
 : -1.1	2	-15	0.3	-3	2.6	-3	6	-39	-8	3.1
- CCN(CC)S(=O)(=O)c1ccc(Cl)c(NC(=O)CSc2nnc(-c3cccs3)o2)c1
 : 1.2	0	10	0.9	5	-1.9	-14	1	-13	-23	1.5
- O=C(O)c1ccc(C(=O)Nc2cccc3ccccc23)c(C(=O)O)c1
 : ·	-15	-56	-0.5	-2	11	-4	-20	-10	-5	·
- O=C(NCc1ccco1)c1ccc(COCC(F)(F)C(F)F)cc1
 : -0.2	6	-11	1.9	7	2.2	5	20	-5	-6	1.6
- On1c(-c2ccco2)nc2c1CCc1nonc1-2
 : 2.4	13	12	5.1	4	-2.0	7	-11	-8	2	4.3
- COc1ccc(-n2nc(C(=O)Nc3ccc4c(c3)OCO4)c3ccccc3c2=O)cc1
 : -2.1	-1	4	-0.2	7	-0.8	3	8	-4	-1	1.6
- O=C(COC(=O)c1cccc(Br)c1)NCC1CCCO1 (stereo not drawn)
 : -0.5	-6	5	5.2	12	-1.0	-14	-6	-19	-13	0.3
- O=c1cc(-c2ccc(O)cc2)oc2cc(O)c(C3OC(CO)C(O)C(O)C3O)c(O)c12 (stereo not drawn)
 : 0.5	7	19	1.0	-4	-3.5	2	-10	-7	-7	4.4
- COc1cccc(C(=O)NCCS(=O)(=O)N2CCOCC2)c1
 : -1.9	-9	17	3.8	-3	-3.0	10	33	2	-2	-0.3
- COc1ccc(CC(=O)Nc2ccc(OC)nc2)cc1
 : -0.2	5	5	-0.1	-7	-1.0	-7	24	11	-6	0.7
- CCN1C(=O)[C@H]2[C@H]3CN=C(SCc4ccc(C(=O)OC)cc4)N3[C@@](CC)(C(=O)OC)[C@H]2C1=O
 : 0.0	4	6	1.8	5	-1.1	·	2	10	-2	0.9
- Cc1ccccc1OCc1nc(C#N)c(N2CCCC2)o1
 : -1.0	-9	9	1.4	5	-1.9	25	15	-6	-9	-0.6
- CS(=O)(=O)N(CC(=O)N1CCCC1)Cc1ccc(Cl)c(Cl)c1
 : -1.1	10	8	-0.4	0	-1.7	-6	-1	-1	10	-1.1
- Cc1ccc(N(Cc2ccccc2)C(=O)c2ccc(C)c(S(=O)(=O)N3CCOCC3)c2)cc1
 : 1.9	4	-4	5.3	-9	0.8	-5	4	12	13	1.1
- CCOC(=O)C1=C(COC(=O)c2ccco2)NC(=O)NC1CC (stereo not drawn)
 : 0.3	3	5	2.1	-6	-1.3	5	-11	2	1	-1.6
- COC(=O)c1ccc(N2CCOCC2)c(F)c1
 : -2.8	-6	2	1.6	2	-0.4	5	0	2	-9	-2.2
- CCN(CC)C(c1ccc(F)cc1)c1nnnn1CC1CCCO1 (stereo not drawn)
 : 0.5	0	12	2.2	-12	-2.1	-25	13	0	-1	1.2
- O=C(N/N=C/c1c(F)cccc1Cl)C1CC1
 : -2.4	-3	15	0.6	-5	-3.3	18	31	-1	3	-1.0
- CC1=CC(C)(C)N(S(=O)(=O)c2ccc(F)cc2)c2ccccc21
 : -0.7	-3	-18	1.5	-16	3.5	-7	·	-12	-5	1.4
- CCc1nnc(NC(=O)CSc2ccc(-c3ccccc3OC)nn2)s1
 : -2.4	-1	10	1.8	-2	-2.2	0	·	15	-8	0.3
- O=C(Oc1cccc2cccnc12)c1ccc(N2C(=O)C3C4CCC(C4)C3C2=O)cc1 (stereo not drawn)
 : 0.3	-5	-1	2.0	11	0.1	-1	-51	-2	-3	-0.8
- COc1cccc(OC)c1C(=O)Nc1ccc(N2CCN(S(C)(=O)=O)CC2)cc1
 : 2.4	2	17	2.8	-5	-3.0	114	·	-23	-3	3.6
- Cc1nnc2sc(-c3ccco3)nn12
 : 2.0	-3	11	·	-10	-1.9	20	4	-14	-4	1.2
- Cc1cc(-c2ccccc2)nc2cc(C(N)=O)nn12
 : -0.8	43	11	0.6	-8	-2.7	-9	2	19	-2	4.7

# (cont.)
# Values run as follows: E coli growth	Tat export inh	OPRM1-OPRD1 inv	phage Ecoli inh	PKA-R1A activ	MOR-DOR ag	Mot1-301 SUMO	PfHsp90 set2	HTR5A inv ag	PKA-R2B act	AddAB inh
- COc1cc(Cl)c(C)cc1NC(=O)COC(=O)c1cnc(C)cn1
 : 0.2	2	15	0.0	1	-2.7	1	-10	-25	1	2.6
- CC(CNC(=S)Nc1cc(F)cc(F)c1)CSc1ccc(Cl)cc1 (stereo not drawn)
 : -0.7	-3	-29	5.3	-13	5.3	6	12	-30	-6	4.2
- C[C@H](CO)N1C[C@H](C)[C@@H](CN(C)S(=O)(=O)c2ccc(F)cc2)Oc2c(NC(=O)c3ccncc3)cccc2C1=O
 : ·	7	6	-0.5	1	-1.1	·	-6	-17	6	·
- O=C(C[n+]1cc(Br)cc(Br)c1)c1ccccc1
 : -0.8	-3	14	0.8	5	-2.7	-17	1	-5	-1	1.1
